ERa coact inh: ER-alpha (human) coactivator binding inhibition | P03372 | TR-FRET ER-alpha LBD / SRC-1 peptide, estradiol-bound | inhibition, % at 25.6 µM | 1.7% of 86,000 active | AID 629; in the data active = inhibition above about 50%;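 note: 0% = receptor plus peptide control and 100% = peptide only without receptor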
Target sequence (P03372 whole entry, looked up, the tested form may be a part): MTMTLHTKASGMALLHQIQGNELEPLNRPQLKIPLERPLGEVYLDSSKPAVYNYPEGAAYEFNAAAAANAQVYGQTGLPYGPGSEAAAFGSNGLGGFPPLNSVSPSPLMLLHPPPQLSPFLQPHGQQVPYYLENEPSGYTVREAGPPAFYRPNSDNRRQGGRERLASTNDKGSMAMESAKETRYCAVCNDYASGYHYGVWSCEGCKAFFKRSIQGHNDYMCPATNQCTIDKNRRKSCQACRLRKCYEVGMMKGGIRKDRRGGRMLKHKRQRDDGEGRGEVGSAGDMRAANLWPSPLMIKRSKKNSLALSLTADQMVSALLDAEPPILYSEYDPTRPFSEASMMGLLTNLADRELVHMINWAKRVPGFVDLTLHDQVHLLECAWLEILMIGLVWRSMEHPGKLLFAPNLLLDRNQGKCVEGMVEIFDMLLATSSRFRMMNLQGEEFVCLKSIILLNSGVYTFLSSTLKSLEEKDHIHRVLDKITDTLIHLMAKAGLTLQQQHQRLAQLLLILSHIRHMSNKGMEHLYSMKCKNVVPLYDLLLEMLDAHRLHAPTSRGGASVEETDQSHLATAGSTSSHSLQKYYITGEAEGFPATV
VCAM1 TNFa inh: reduces TNF alpha induced VCAM1 expression in HUVEC. 0.48% of 95,000 active. HUVEC TNFa-induced VCAM-1 immunofluorescence, high-content imaging. AID 802. inhibition, % at 2 µM;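 active = inhibition above the batch mean plus 3 SD, with images confirmed as a hit by eye, cut at about 37% in these data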;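 note: 0% = TNF-stimulated DMSO wells and 100% = unstimulated control wells; not every result past the cut was called active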
F-actin modifier: cytoskeleton assembly modification; inhibition, % at 2 µM; HUVEC TNFa F-actin phalloidin imaging, high content; 0.18% of 91,000 active;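 active = inhibition above the batch mean plus 3 SD and confirmed as a hit by visual image inspection, cut at about 30% in these data, passing the limit was not always enough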; note: strong numbers were not always called active
Pyk2 oligo antag: Pyk2 (human) oligomerization antagonism; AID 1347419; Q293 cells, Pyk2 FERM NanoBiT luminescence; active compounds read low; 0.83% of 99,000 active; z-score (the deposit names both 25 µM and 10 µM); Q14289;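 active = Z-score of -3 or lower, scaled per plate to the spread of control and sample wells; inactive = z-score above -3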;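 note: negative z-score means lost luminescence so less FERM oligomerization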
FAK inh: inhibitors of human focal adhesion kinase; Q05397; biochemical FAK kinase activity assay; inhibition, %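 (tested at 7 µM)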; 0.84% of 97,000 active; AID 727; in the data active = inhibition above about 19%;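 note: 0% = DMSO and 100% = reference compound high control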
PTPN22 act: increases human PTPN22 phosphatase activity; Q9Y2R2; recombinant LYP, DiFMUP fluorescence; 0 = plate median, 100 = signal doubled; activation, % at 2 µM; 0.11% of 96,000 active; AID 697;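 active = activation at 2 µM above a set limit, the mean plus 5 SD, cut at about 37% in these data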
HUVEC tox IL1B: toxic to HUVEC cells under IL-1B stimulation | HUVEC cell count loss, Hoechst imaging, IL-1B stimulated | AID 845 | cell count reduction, % at 2 µM | 0.41% of 94,000 active;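 active = cell count reduction more than 3 SD above the screen-wide mean, cut at about 70% in these data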;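 note: normalized per plate to untreated control cells as the no-loss baseline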
TNFa cytotox: toxic to HUVEC cells under TNF alpha stimulation | AID 848 | 0.17% of 93,000 active | HUVEC TNFalpha-stimulated, Hoechst cell count, imaging | cell count reduction, % at 2 µM;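 active = cell count reduction exceeding the screen mean by over 5 SD, scaled to untreated wells per plate, cut at about 78% in these data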;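 note: cells counted after 24 h of TNF alpha exposure following the 1 h pretreatment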
LYP inh 2: blocks human PTPN22 phosphatase activity | recombinant LYP catalytic domain, DiFMUP fluorescence | 0.21% of 96,000 active | inhibition, % at 2 µM | AID 640;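 active = inhibition at 2 µM at or above a set limit, the screen mean plus 3 SD, cut at about 24% in these data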;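 note: 0% = DMSO with enzyme and 100% = enzyme fully blocked by orthovanadate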
* hit, by the source's call; nt = no result given; [ ] = dose if it differs, or a comment.

SMILES	ERa coact inh	VCAM1 TNFa inh	F-actin modifier	Pyk2 oligo antag	FAK inh	PTPN22 act	HUVEC tox IL1B	TNFa cytotox	LYP inh 2
CCc1cccc2c(=O)c(C(=O)N3CCCCCC3)c[nH]c12	-2[fluorescence artefact?]	15	10	-0.01	2	-14	-15	-14	12
Cc1nn(C)c(C)c1S(=O)(=O)N1CCC(C(=O)NCCC2=CCCCC2)CC1	-6	20	-9	nt	-1	-4	8	-25	2
C=C(C)COc1ccc(-c2nc(N)ncc2-c2ccc(OC)cc2)c(O)c1	2	16	-7	nt	8	-12	9	15	8
COC(=O)c1cc2oc(C)cc2n1CC(=O)N1CCCc2ccccc21	24	0	18	-1.1	5	-1	-4	-23	-3
CCOC(=O)Cc1csc(NC(=O)CSc2nnc(-c3ccc(OC)cc3)n2C)n1	-7	-14	32	0.18	0	2	2	-22	-4
COc1ccc(-n2c(SCC(=O)Nc3nccs3)nc3c(c2=O)SCC3)cc1	32	1	-27	nt	5	-6	2	4	6
Cc1c(C)c2ccc(Oc3ccc([N+](=O)[O-])cc3C(F)(F)F)c(C)c2oc1=O	nt	-12	-54	0.5	-3	-8	-18	15	5
CCOC(=O)C(Oc1ccc(=O)[nH]n1)C(C)=O (configuration not stated)	0[fluorescence artefact?]	-26	8	1.3	7	3	-5	-32	-5
NC(=O)CSc1nnc(-c2ccc(O)cc2)n1Cc1ccco1	-2	6	0	1.6	-12	11	20	11	-7
CCCC1c2ccc(C)n2CCN1C(=O)Nc1ccc(F)cc1 (configuration not stated)	nt	2	-24	0.1	0	5	-10	-3	-6
O=C(c1n[nH]c(=O)c2ccccc12)N1CCN(c2ccccc2Cl)CC1	-5	17	-9	0.06	5	-1	14	29	2
CCn1cc(C(=O)NCc2ccc3c(c2)OCO3)c(=O)c2cc(F)c(N3CCN(C)CC3)cc21	8	2	-21	-1	-4	-2	8	-27	0
CCc1ccc(NC(=O)N(CCCN2CCOCC2)Cc2cccs2)cc1	0	3	-6	nt	2	1	-8	-9	-4
COc1ccc(Cn2c(C3CC3)nc3ccc(NC(=O)c4ccco4)cc3c2=O)cc1	3	-8	5	-0.04	-2	-1	-33	-10	-1
Cc1nc(C)c(C(=O)C2=C(O)C(=O)N(CCN(C)C)C2c2cccs2)s1 (configuration not stated)	-10[fluorescence artefact?]	15	-2	-0.14	1	-6	-2	-17	6
NC(=O)c1ncc(C(F)(F)F)cc1Oc1cccc(C(F)(F)F)c1	5[fluorescence artefact?]	-11	15	0.87	0	4	nt	-8	-4
CS(=O)(=O)N(CC(=O)NCc1ccc2c(c1)OCO2)Cc1ccccc1	4	12	-4	0.07	-4	-2	-24	-10	-3
COc1cc(C(=S)N2CCCC2)ccc1OC(=O)c1ccc(Cl)cc1[N+](=O)[O-]	nt	9	1	1.6	2	-6	9	-15	9
CCCc1n[nH]c(=O)[nH]1	3	-4	21	0.07	4	-5	-10	-35	7
Cc1noc(C)c1COc1ccc(C(=O)OCC(=O)NC(=O)C2COc3ccccc3O2)cc1 (configuration not stated)	2[fluorescence artefact?]	-4	4	0.14	-3	8	9	-20	-9
COC(=O)C(NNc1ccccc1)(NC(=O)c1ccc(F)cc1)C(F)(F)F (configuration not stated)	nt	12	13	0.55	1	7	-62	-4	-3
O=C(CC(Nc1ccc(F)cc1)C(=O)O)c1ccccc1 (configuration not stated)	-1	11	9	1.4	1	1	12	0	3
O=C1C=C(Nc2cccc(Cl)c2)CC(c2ccco2)C1 (configuration not stated)	4	-4	-4	1.9	5	-2	-12	-1	3
Clc1ccc2c(NCc3ccco3)ncnc2c1	0	8	9	2.2	14	-1	-8	-11	2
O=C1N(CC(=O)N2CCc3ccccc32)CCN1Cc1ccc(Cl)cc1	1	17	7	-0.36	-1	-4	25	54	1

(next part)
SMILES	ERa coact inh	VCAM1 TNFa inh	F-actin modifier	Pyk2 oligo antag	FAK inh	PTPN22 act	HUVEC tox IL1B	TNFa cytotox	LYP inh 2
CC1Cc2cc(/C(O)=C3/C(=O)C(=O)N(CCCn4ccnc4)C3c3ccncc3)ccc2O1 (configuration not stated)	1	6	-27	0.71	-3	-4	-30	-11	9
COc1ccc(-c2csc(NC(=O)CC(C)C)n2)cc1	0	7	-23	-0.46	-1	-7	nt	16	6
CN(C)C(=C(C#N)C#N)N1CCN(c2ccc(Cl)c(Cl)c2)CC1	nt	-3	nt	-0.52	-2	-5	9	-3	7
Cc1cc(Cl)c(S(=O)(=O)NCc2ccccc2)cc1OCC(N)=O	4[fluorescence artefact?]	5	0	0.34	-1	0	0	-19	-4
Nc1c(Cl)cc2c(c1Oc1ccccc1)C(=O)c1ccccc1C2=O	9	-8	-38	-1.1	5	-4	-16	6	5
O=c1c2ccccc2nc(SCc2cc(=O)n3ccsc3n2)n1CCCO	nt	-17	-5	nt	1	2	17	-10	0
COc1ccc(NC(=O)C2CCCN2C(=O)NCc2ccccc2)c(OC)c1 (configuration not stated)	-9	nt	31	0.43	-3	4	16	nt	-5
COC(=O)c1c(NC(=O)c2ccco2)sc2c1CCC2	nt	-2	-16	-0.58	-4	4	-12	2	2
CCOC(=O)Cn1cnc2c(nnn2-c2ccc(OC)cc2)c1=O	-11	6	33	0.5	-4	-9	-4	18	6
O=C(CCCn1c(=S)[nH]c2ccccc2c1=O)NC1CCCCC1	-3	9	8	1.5	0	14	20	-3	-14
CCOC(=O)c1oc2ccccc2c1NC(=O)c1ccc(S(=O)(=O)N(C)C)cc1	-2[fluorescence artefact?]	22	-12	1.6	5	5	-11	-10	-5
CCN(CC)CC(=O)N1N=C(c2cccs2)CC1c1ccco1 (configuration not stated)	nt	15	5	0.15	-2	0	11	-20	-4
COc1ccc(N2C(N)=C(C#N)C(c3cccnc3)C3=C2CC(C)(C)CC3=O)cc1 (configuration not stated)	-6	6	-1	-1.2	0	-6	26	-22	7
O=C(CSc1nnc(-c2ccncc2)n1Cc1ccco1)OC1CCCCC1	6	nt	nt	0.05	5	6	nt	nt	-6
COc1ccc(C(=O)N2CCCC(c3nc(-c4cccs4)no3)C2)cc1 (configuration not stated)	1	-9	-10	0.38	-2	2	-18	-4	-3
O=[N+]([O-])c1ccc(Oc2cccc(Br)c2)c2ccncc12	-2	1	-9	-1.3	4	24	7	1	-28
CSc1nnc(-c2ccc(NC(=O)CCc3ccccc3)cc2)n1C	1	-45	12	1	-6	9	-46	-44	-14
CC1CC(N(C(=O)c2ccco2)c2ccccc2)c2ccccc2N1C(=O)c1ccco1 (configuration not stated)	11[fluorescence artefact?]	-18	19	-3	0	-3	2	-31	5
O=C(Nc1ccc(Cl)cc1)[C@@H]1[C@@H]2C(=O)N(c3ccc4ccccc4c3)C(=O)[C@@H]2[C@H]2C=CC=NN21	-4	-7	-10	0.37	0	-5	-117	-22	7
COc1ccc(N2CCN(C3CC(=O)NC3=O)CC2)cc1 (configuration not stated)	-6	-14	-6	0.5	-5	1	-64	10	-2
CC(=O)Nc1ccc(S(=O)(=O)N2CCN(C34CC5CC(CC(C5)C3)C4)CC2)cc1	5	16	33	-0.45	-5	0	-32	0	-1
COc1ccc(OC)c(C2C(C(C)=O)=C(O)C(=O)N2CCc2ccc(OC)c(OC)c2)c1 (configuration not stated)	-8	13	16	-0.45	-2	7	-12	-15	-10
C=CCNc1nc(N2CCOCC2)nc(N2CCOCC2)n1	12	6	-5	-0.79	1	7	-32	-25	-12
CCOC(=O)c1sc2nc3c(cc2c1N)COC(C)(C)C3	-5	0	14	0.13	0	-2	4	-5	-3
Cc1ccc(S(=O)(=O)Nn2c(C)nnc2-n2nc(C)cc2C)cc1	2	1	48	0.77	2	0	0	-18	-1

Exported with bars between the fields: part of the list above.
mol | ERa coact inh | VCAM1 TNFa inh | F-actin modifier | Pyk2 oligo antag | FAK inh | PTPN22 act | HUVEC tox IL1B | TNFa cytotox | LYP inh 2
COc1ccc(N2CCN(C3CC(=O)NC3=O)CC2)cc1 (configuration not stated) | -6 | -14 | -6 | 0.5 | -5 | 1 | -64 | 10 | -2
CC(=O)Nc1ccc(S(=O)(=O)N2CCN(C34CC5CC(CC(C5)C3)C4)CC2)cc1 | 5 | 16 | 33 | -0.45 | -5 | 0 | -32 | 0 | -1

A draw from above in order of molecular weight, descending:
SMILES	ERa coact inh	VCAM1 TNFa inh	F-actin modifier	Pyk2 oligo antag	FAK inh	PTPN22 act	HUVEC tox IL1B	TNFa cytotox	LYP inh 2
Cc1noc(C)c1COc1ccc(C(=O)OCC(=O)NC(=O)C2COc3ccccc3O2)cc1 (configuration not stated)	2[fluorescence artefact?]	-4	4	0.14	-3	8	9	-20	-9
COc1ccc(-n2c(SCC(=O)Nc3nccs3)nc3c(c2=O)SCC3)cc1	32	1	-27	nt	5	-6	2	4	6
COc1ccc(NC(=O)C2CCCN2C(=O)NCc2ccccc2)c(OC)c1 (configuration not stated)	-9	nt	31	0.43	-3	4	16	nt	-5
O=C(c1n[nH]c(=O)c2ccccc12)N1CCN(c2ccccc2Cl)CC1	-5	17	-9	0.06	5	-1	14	29	2
COC(=O)c1cc2oc(C)cc2n1CC(=O)N1CCCc2ccccc21	24	0	18	-1.1	5	-1	-4	-23	-3
NC(=O)c1ncc(C(F)(F)F)cc1Oc1cccc(C(F)(F)F)c1	5[fluorescence artefact?]	-11	15	0.87	0	4	nt	-8	-4
O=[N+]([O-])c1ccc(Oc2cccc(Br)c2)c2ccncc12	-2	1	-9	-1.3	4	24	7	1	-28
CCOC(=O)Cn1cnc2c(nnn2-c2ccc(OC)cc2)c1=O	-11	6	33	0.5	-4	-9	-4	18	6
CCCC1c2ccc(C)n2CCN1C(=O)Nc1ccc(F)cc1 (configuration not stated)	nt	2	-24	0.1	0	5	-10	-3	-6
COc1ccc(-c2csc(NC(=O)CC(C)C)n2)cc1	0	7	-23	-0.46	-1	-7	nt	16	6
O=C(CC(Nc1ccc(F)cc1)C(=O)O)c1ccccc1 (configuration not stated)	-1	11	9	1.4	1	1	12	0	3
Clc1ccc2c(NCc3ccco3)ncnc2c1	0	8	9	2.2	14	-1	-8	-11	2

Following part
SMILES	ERa coact inh	VCAM1 TNFa inh	F-actin modifier	Pyk2 oligo antag	FAK inh	PTPN22 act	HUVEC tox IL1B	TNFa cytotox	LYP inh 2
Cc1ccc(C)c(Cc2c(C)nc3c(C(=O)N4CCOCC4)cnn3c2C)c1	0	7	-9	0.54	-7	0	-23	-34	-2
COc1ccc(NC(=O)N(CCO)Cc2cc3c(C)cc(C)cc3[nH]c2=O)cc1	-14	4	nt	-0.38	3	-6	10	-48	5
CC(C)n1cc(NC(=O)C2CC(c3cccc(Br)c3)=NO2)cn1 (configuration not stated)	3	-13	-4	1.4	-1	2	9	-1	0
CCOC(=O)c1sc(NC(=O)C2C3C=CC(C3)C2C(=O)O)nc1C (configuration not stated)	-9	10	16	0.41	-3	2	21	14	0
O=C(CSc1nnc(Cc2ccccc2)n1-c1ccccc1)N1CCOCC1	-9	14	-1	1.7	1	-3	-3	-11	2
O=c1c(Cl)c(NCCO)ncn1-c1ccccc1	6	9	9	1.5	-5	-7	2	-15	4
O=c1[nH]c(=O)n(Cc2ccccc2)c2nc(-c3ccco3)cc(C(F)(F)F)c12	4	1	-53	0.45	-5	-4	-31	-6	4
COc1ccc(-c2nnco2)cc1OC	6	-13	-9	0.4	3	4	-7	-6	-4
CCCCSc1nnc2nc(C)cc(C)n12	6	3	57	0.3	8	-5	-4	-30	3
O=C(C1=C(O)C(=O)N(Cc2ccco2)C1c1ccccc1)c1cccs1 (configuration not stated)	10[fluorescence artefact?]	10	-15	0.5	-8	5	-35	-5	0
COc1cc(CNCCO)ccc1OC1CCCC1	7	3	nt	-0.22	0	2	-2	5	-1
COc1ccccc1CN(CC(=O)NCc1ccco1)C(=O)CNS(=O)(=O)c1ccc(C)cc1	2	-21	7	1.2	1	0	-17	-12	-2

Screening results (PubChem BioAssay)
